KKLEB cytotox: reduces viability of KKLEB cystic fibrosis airway cells; KKLEB CF airway cells viability, ATPlite luminescence, overnight; hits give low values; cells stimulated with P. aeruginosa culture filtrate; activity change (cytotoxicity), % at 5 µM; hit rate 0.36% among 360,000; AID 602141;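 active means corrected activity change at or below -50% at 5 µM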
NR2F2 inh: NR2F2 (human) inhibition, primary screen; P24468; HEK293T NGFI-A luciferase reporter, luminescence; inhibition, % at 8.6 µM; hit rate 0.7% among 370,000; AID 686940;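 active means inhibition above a per-plate cutoff, mean inhibition of test wells between control levels plus 3 SD, cut at about 38% in these data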;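 further: cells cotransfected with COUP-TFII expression vector driving the NGFI-A reporter; 0% = median of COUP-TF2 test wells and 100% = reporter-only cells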
Target sequence (P24468 whole entry, looked up): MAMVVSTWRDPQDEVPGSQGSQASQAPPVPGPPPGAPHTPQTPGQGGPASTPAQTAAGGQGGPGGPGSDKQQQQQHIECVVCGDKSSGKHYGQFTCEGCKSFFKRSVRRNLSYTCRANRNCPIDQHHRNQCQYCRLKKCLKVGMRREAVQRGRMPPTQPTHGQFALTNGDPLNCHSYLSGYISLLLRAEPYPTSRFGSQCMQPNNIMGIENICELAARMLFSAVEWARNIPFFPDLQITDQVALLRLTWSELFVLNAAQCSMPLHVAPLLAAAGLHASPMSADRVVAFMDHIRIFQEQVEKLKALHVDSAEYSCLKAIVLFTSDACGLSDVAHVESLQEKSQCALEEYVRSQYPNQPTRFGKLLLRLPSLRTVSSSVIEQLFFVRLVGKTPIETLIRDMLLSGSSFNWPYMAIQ
NCOA2 inhibitor: inhibits human steroid receptor coactivator 2 | inhibition, % at 9 µM | Q15596 | HEK293 GAL4-SRC2 luciferase reporter, luminescence | hit rate 0.17% among 370,000;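 active means inhibition above the mean inhibition of all tested compounds plus 3 SD, set per campaign, cut at about 52% in these data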;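 further: 0% = DMSO treated cells and 100% = cells given Gossypol at 36 µM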
NR5A2 inv ag: inverse agonists of human LRH-1 (NR5A2). HEK293T StAR-luciferase reporter, LRH-1 transfected, 24 h. inhibition, % at 3.6 µM. hit rate 0.13% among 360,000. AID 602396;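 active means inhibition above the mean inhibition of all tested compounds plus 3 SD, cut at about 73% in these data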;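 further: 0% = DMSO wells and 100% = reporter-only cells lacking LRH-1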
Target sequence (O00482 whole entry, looked up): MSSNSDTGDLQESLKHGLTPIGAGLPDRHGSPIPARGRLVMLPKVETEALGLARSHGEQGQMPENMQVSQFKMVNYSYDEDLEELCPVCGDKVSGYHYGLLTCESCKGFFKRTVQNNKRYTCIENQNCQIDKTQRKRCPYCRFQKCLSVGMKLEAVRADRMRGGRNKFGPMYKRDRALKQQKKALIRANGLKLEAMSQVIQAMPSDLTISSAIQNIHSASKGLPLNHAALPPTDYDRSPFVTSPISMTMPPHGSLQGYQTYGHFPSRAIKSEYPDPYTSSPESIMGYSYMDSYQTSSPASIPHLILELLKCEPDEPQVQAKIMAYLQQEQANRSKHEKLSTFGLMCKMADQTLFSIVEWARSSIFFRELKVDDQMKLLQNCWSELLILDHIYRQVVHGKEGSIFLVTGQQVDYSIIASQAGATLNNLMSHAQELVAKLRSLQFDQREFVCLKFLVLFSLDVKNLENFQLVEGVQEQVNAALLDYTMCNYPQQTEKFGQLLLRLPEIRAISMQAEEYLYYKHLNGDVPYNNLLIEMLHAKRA
C8 TRAIL sens: sensitizes caspase-8 expressing cells to TRAIL; NB7+C8 cells + TRAIL, ATPlite viability luminescence; inhibition (viability loss, TRAIL sensitization), % at 10 µM; hit rate 1% among 360,000;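 active means compounds causing at least 50% loss of cell viability in the single-dose screen, relative to plate controls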
SRC1 inh: inhibits human SRC1 coactivator. hit rate 0.12% among 360,000. inhibition, % at 3.6 µM. AID 588354. HEK293 GAL4-SRC1 luciferase reporter, luminescence;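 active means inhibition above the campaign mean plus 3 SD, with each screening campaign given its own cutoff, cut at about 60% in these data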;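 further: 0% = DMSO treated cells and 100% = gossypol at 36 µM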
LMP1 NFkB inh: reduces LMP1-driven NF-kappaB luciferase signal | LMP1-induced NF-kappaB luciferase reporter cells, luminescence | inhibition, % at 12.5 µM | hit rate 0.69% among 350,000 | AID 504558; in the data active means inhibition above about 41%;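 further: 0% = neutral control wells and 100% = reference inhibitor control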
SRC3 inh: human NCOA3 inhibition. Q9Y6Q9. HEK293 GAL4-SRC3 luciferase reporter, luminescence. inhibition, % at 3.6 µM. hit rate 0.17% among 360,000;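 active means inhibition above a per-campaign cutoff, the mean of all compounds plus 3 SD, cut at about 60% in these data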;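 further: 0% = DMSO-treated cells and 100% = gossypol-treated cells at 36 µM; higher means less SRC3-driven luciferase light from the GAL4 reporter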
CF NFkB block: inhibitors of cystic fibrosis induced NF-kB. KKLEB NF-kB-GFP reporter, PAF-induced, GFP fluorescence overnight. inhibition, % at 5 µM. hit rate 0.86% among 360,000;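 active means at least 50% inhibition at 5 µM, scaled per plate between neutral and stimulator controls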;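 further: PAF is a Pseudomonas aeruginosa culture filtrate used as stimulus; plate controls were PAF-stimulated DMSO wells for no effect and unstimulated DMSO wells for full effect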
TWEAK Fn14 block: TWEAK-Fn14 signaling inhibition; inhibition, % at 10 µM; TWEAK-stimulated Fn14 reporter cells, luciferase luminescence, 8 h; hit rate 2% among 360,000; AID 1159606; in the data active means inhibition above about 50%
TROY signal inh: blocks TROY-dependent signaling in reporter cells. AID 1347056. Q293 LMP1-TROYcd NF-kB luciferase reporter, 4 h. inhibition, % at 10 µM. hit rate 0.98% among 360,000;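 active means compounds whose plate-normalised and pattern-corrected inhibition of the luciferase reporter signal at the single screening dose is 50% or more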
* marks the source's active call; other numbers are inactive results; · = not tested or not shown.

SMILES	KKLEB cytotox	NR2F2 inh	NCOA2 inhibitor	NR5A2 inv ag	C8 TRAIL sens	SRC1 inh	LMP1 NFkB inh	SRC3 inh	CF NFkB block	TWEAK Fn14 block	TROY signal inh
Cc1cc(/C=C\c2ccc3cc(N(C)C)ccc3[n+]2C)c(C)n1-c1ccccc1	-14	·	·	77*	60*	53	52*	77*	-37	44	0
COC(=O)c1ccc(C2NC(=O)NC(C)=C2C(=O)N(C)C)cc1 (configuration not stated)	3	4	-13	-18	6	-21	-3	-9	-3	5	-2
Cc1c(C#N)sc2nc(-c3ccccc3)nc(N3CCCC3)c12	-3	-5	0	1	-9	11	7	-1	12	-18	-22
O=C(c1ccccc1)N1CCC(c2nc3c(nnn3Cc3ccccc3Cl)c(=O)[nH]2)CC1	-4	-3	-6	14	26	-6	-16	9	10	-7	-21
O=CNCc1nc2ccccc2n1CCCc1ccccc1	-3	21	-3	-9	0	12	5	3	20	13	1
Clc1ccc(C#Cc2cccnc2)cc1	27	-2	-6	-26	-3	-30	-2	-15	-24	-13	-41
O=C(COC(=O)CCc1c[nH]c(=O)[nH]1)Nc1cccc(Cl)c1	8	-4	11	0	6	-12	-7	-10	10	9	8
O=C(Nc1ccc(F)cc1)N1CCN(c2ncccn2)CC1	5	-17	-29	-6	5	3	-9	7	-1	-10	-20
CCOC(=O)c1cn(CC(=O)Nc2cccc(F)c2)nn1	-9	8	1	-1	4	5	-19	-5	19	0	12
O=S(=O)(/N=C(/Nc1cccc2ccccc12)c1ccccc1)c1ccc(Br)cc1	4	0	-13	-4	-13	-5	-8	10	5	5	17
COc1cccc(Oc2ccc(S(=O)(=O)N3CCCC3)cc2[N+](=O)[O-])c1	4	3	0	0	-11	2	-11	1	1	-3	1
Cc1ccc(C)c(NC(=O)N2CCc3ccccc3C2)c1	8	9	-62	-25	14	-43	-10	-15	-7	-14	-58
CCCCCn1c(=O)[nH]c2cc(C(=O)N3CCN(c4ccc(C(C)=O)cc4)CC3)ccc2c1=O	0	19	9	12	20	16	4	34	-2	32	27
O=C(NCCSCc1ccco1)Nc1ccc(Cl)cc1	10	-48	-25	-86	10	-87	-26	-70	-6	-16	-13
COc1ccc(NC(=O)N[C@@H](CCSC)C(=O)O)cc1OC	-2	-4	-10	-5	8	10	-1	1	5	-11	-8
CC(C)(C)c1ccc(C(=O)c2c[nH]c(C(=O)NCCCn3ccnc3)c2)cc1	5	11	-7	-17	2	-26	-6	-15	14	4	7
Nc1c(Cl)c(Cl)nc(C(=O)N/N=C/c2cccnc2)c1Cl	-8	15	20	11	-5	-10	·	29	51*	26	6
C#Cc1cccc(NC(=O)Cc2cccs2)c1	4	4	-14	-16	-3	-5	-5	0	2	-10	-10
COc1ccc(NC(C)C(=O)Nc2cc(C(F)(F)F)ccc2N2CCOCC2)c(OC)c1 (configuration not stated)	-16	-13	-2	-10	-3	-7	-2	18	24	-1	4
Nc1nc(CN2CCN(c3ccccc3)CC2)nc(N2CCCc3ccccc32)n1	-12	-14	-9	12	1	0	0	-2	10	-6	5

Ordered by SMILES length (highest first): some entries from above
SMILES	KKLEB cytotox	NR2F2 inh	NCOA2 inhibitor	NR5A2 inv ag	C8 TRAIL sens	SRC1 inh	LMP1 NFkB inh	SRC3 inh	CF NFkB block	TWEAK Fn14 block	TROY signal inh
COc1ccc(NC(C)C(=O)Nc2cc(C(F)(F)F)ccc2N2CCOCC2)c(OC)c1 (configuration not stated)	-16	-13	-2	-10	-3	-7	-2	18	24	-1	4
O=C(COC(=O)CCc1c[nH]c(=O)[nH]1)Nc1cccc(Cl)c1	8	-4	11	0	6	-12	-7	-10	10	9	8
COC(=O)c1ccc(C2NC(=O)NC(C)=C2C(=O)N(C)C)cc1 (configuration not stated)	3	4	-13	-18	6	-21	-3	-9	-3	5	-2
Cc1c(C#N)sc2nc(-c3ccccc3)nc(N3CCCC3)c12	-3	-5	0	1	-9	11	7	-1	12	-18	-22
C#Cc1cccc(NC(=O)Cc2cccs2)c1	4	4	-14	-16	-3	-5	-5	0	2	-10	-10

Next part:
SMILES	KKLEB cytotox	NR2F2 inh	NCOA2 inhibitor	NR5A2 inv ag	C8 TRAIL sens	SRC1 inh	LMP1 NFkB inh	SRC3 inh	CF NFkB block	TWEAK Fn14 block	TROY signal inh
COC(=O)c1ccc(OC)cc1OCC(=O)N1CCN(c2ccc(F)cc2)CC1	3	2	-41	14	9	-14	-11	19	-3	3	7
CCCCN1CC(=O)N2[C@H]3c4cc(C)ccc4OC[C@@H]3[C@H](c3ccccc3)[C@]2(C)C1=O	0	-4	-18	-20	1	1	0	-18	-1	-17	0
CC1=C(C(=O)Nc2ccccn2)C(c2ccc(Br)cc2)NC(=S)N1 (configuration not stated)	-17	-47	-40	-52	-3	-60	-25	-46	14	-28	-73
NC(=O)c1ccc(Nc2ccc3c(c2)CCC3)c([N+](=O)[O-])c1	-19	10	8	19	0	-15	-1	-4	33	-5	4
COc1cc(OC)c2c(OC)cccc2n1	7	1	8	9	21	12	1	17	-6	26	4
COc1ccc(-c2n[nH]c(=S)n2-c2ccc3c(c2)OCCO3)cc1	1	12	8	3	-1	-12	0	-10	-7	-1	-2
C/C(=N\NC(=O)CNC(=O)c1ccc2c(c1)OCCO2)c1ccco1	-5	9	24	-7	3	4	0	-17	1	11	-9
O=C(NC1CCCCC1)c1cccnc1C(=O)O	-2	3	3	8	-6	5	1	19	8	11	-7
O=C1CCN(Cc2ccc(Br)cc2)CCN1[C@H](CO)Cc1ccccc1	7	12	8	-9	5	3	34	-2	21	10	3
CN(C)S(=O)(=O)c1ccc(N2CCCC2)c(C(=O)NCc2ccc(Cl)cc2)c1	-4	1	4	-2	13	0	0	20	2	10	-8
Cc1[nH]c2ccccc2c1/C=C(\C#N)S(=O)(=O)c1ccccc1	-4	17	-1	2	12	4	0	3	9	18	10
CCCn1c(NC(=O)C2CCN(C(=O)c3ccc(F)cc3)CC2)nc2ccccc21	0	28	-9	-6	-7	-22	2	2	15	-9	17
O=C(C[n+]1cccc(/C=N/O)c1)NC(=O)Nc1ccccc1	·	-12	-17	0	2	·	·	·	·	-18	-6
CC(=O)c1sc(NC(=O)c2ccccc2C)nc1C	8	0	-9	-32	17	-38	-9	-25	-9	-6	-57
CCCCOc1cccc(C(=O)NC(=S)Nc2cccc(NC(=O)c3ccccc3Cl)c2)c1	-27	-2	-24	4	11	-10	-9	5	29	10	-12
Cc1nc(SCC(=O)Nc2ccccn2)n[nH]1	12	9	-24	-13	-7	-10	-2	8	-13	12	-12
COc1ccc(-c2noc(CCCC(=O)NCCc3ccccc3)n2)cc1OC	-4	0	19	10	-1	4	-3	-3	14	15	6
CSc1nnnc2ccccc12	6	13	-14	23	-13	0	0	-23	-10	24	6
N/C(=N\OC(=O)Cc1ccccc1)c1ccc([N+](=O)[O-])cc1	7	-2	-41	1	4	3	-6	-11	-15	-30	-36
S=C(NNC(=S)NC1CC2CCC1C2)NC1CC2C=CC1C2 (configuration not stated)	0	0	-11	-28	-6	-25	8	-8	5	6	0

For reference, some entries already given:
SMILES	KKLEB cytotox	NR2F2 inh	NCOA2 inhibitor	NR5A2 inv ag	C8 TRAIL sens	SRC1 inh	LMP1 NFkB inh	SRC3 inh	CF NFkB block	TWEAK Fn14 block	TROY signal inh
CC(C)(C)c1ccc(C(=O)c2c[nH]c(C(=O)NCCCn3ccnc3)c2)cc1	5	11	-7	-17	2	-26	-6	-15	14	4	7
Nc1c(Cl)c(Cl)nc(C(=O)N/N=C/c2cccnc2)c1Cl	-8	15	20	11	-5	-10	·	29	51*	26	6
C#Cc1cccc(NC(=O)Cc2cccs2)c1	4	4	-14	-16	-3	-5	-5	0	2	-10	-10

Additional records
SMILES	KKLEB cytotox	NR2F2 inh	NCOA2 inhibitor	NR5A2 inv ag	C8 TRAIL sens	SRC1 inh	LMP1 NFkB inh	SRC3 inh	CF NFkB block	TWEAK Fn14 block	TROY signal inh
O=C(NCc1cccs1)C1CCCN(S(=O)(=O)c2ccc3c(c2)OCO3)C1 (configuration not stated)	8	-4	-5	5	17	-80	2	-6	6	-2	-18
Cc1ccc(C(=O)N/C(=C/c2ccc(N(C)C)cc2)C(=O)NCC2CCCO2)cc1 (configuration not stated)	8	-15	6	3	4	12	-6	-3	-3	25	-4
C[C@@]12C(=O)N(CC3CCCO3)CC(=O)N1[C@H]1c3ccccc3OC[C@@H]1[C@@H]2c1ccccc1 (some centres not stated)	7	15	-7	5	2	6	7	0	-1	-7	2
Clc1ccccc1Cn1nnc(-c2cccs2)n1	-9	-14	-24	-46	-5	-80	-46	-45	-3	-18	-57
CCCC(=O)Nc1ccc(C(=O)Nc2cc(C(F)(F)F)ccc2Cl)cc1	4	-2	14	-18	16	5	6	14	6	-18	2
Cn1c(NCCO)nc2c1c(=O)n(Cc1ccc(F)cc1)c(=O)n2C	1	1	15	-1	-6	6	1	8	1	-4	3
CCOc1cc(C2C(C(=O)OCC(C)C)=C(C)N=C3SCCC(=O)N32)ccc1OC(C)=O (configuration not stated)	6	0	17	14	-7	-6	2	-2	-3	14	-11
Cc1cccc(OCC(O)CN2CCc3ccccc3C2)c1 (configuration not stated)	-9	7	-16	11	-20	13	-8	18	-7	-6	-8
COc1ccccc1-c1cc2c(c3c1ccn3C)C1CCC2C1 (configuration not stated)	2	6	3	-6	-2	11	·	5	-4	-17	11
O=C(c1cccnc1)N1CCN(Cc2ccc3ccccc3c2)CC1	8	11	9	21	6	-22	-5	18	-1	-14	5
COC(=O)NC1CSCC1OC(=O)c1ccc(Br)cc1 (configuration not stated)	-17	7	19	-4	-1	6	4	-8	1	-2	16
CCCN1CCN(C(c2cc3cc(OCC)ccc3[nH]c2=O)c2nnnn2C2CCCCC2)CC1 (configuration not stated)	8	-1	-22	-27	-7	5	-33	-19	-6	-16	14
N#Cc1ccc(C(=O)N/N=C/c2cn(CC(=O)O)c3ccccc23)c(F)c1	-1	-26	3	13	7	-8	-1	14	0	8	3
CCCNC(=O)Cn1cc(S(=O)(=O)N2CCCC2)c(S(=O)(=O)N2CCCC2)c1	-12	-14	7	9	3	10	-2	17	-2	1	-13
O=C(NC1(C(F)(F)F)N=C2SCCN2C1=O)c1ccccc1F (configuration not stated)	3	5	-10	-1	-4	-3	·	11	2	-14	6
COc1cc(/C=C/C(=O)NCC(=O)N2CCC(N(C)CCN3CCOCC3)CC2)ccc1OC(C)C	11	-6	-8	-4	-4	-4	-10	15	-11	3	3

From PubChem BioAssay
